# Source: PubChem
# Dicer processing: blocks human Dicer maturation of pre-miR-21; cat-ELCCA pre-miR-21 Dicer processing, chemiluminescence; active compounds read high; z-score at 25 µM; 47,000 compounds, 6% hits; in the data active means z-score above about 3, passing the limit was not always enough;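 further: plate controls were vehicle for no effect and no enzyme for full effect; higher signal means more uncleaved substrate so more Dicer inhibition; strong numbers were not always called active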
# Target sequence (Q9UPY3 whole entry, looked up): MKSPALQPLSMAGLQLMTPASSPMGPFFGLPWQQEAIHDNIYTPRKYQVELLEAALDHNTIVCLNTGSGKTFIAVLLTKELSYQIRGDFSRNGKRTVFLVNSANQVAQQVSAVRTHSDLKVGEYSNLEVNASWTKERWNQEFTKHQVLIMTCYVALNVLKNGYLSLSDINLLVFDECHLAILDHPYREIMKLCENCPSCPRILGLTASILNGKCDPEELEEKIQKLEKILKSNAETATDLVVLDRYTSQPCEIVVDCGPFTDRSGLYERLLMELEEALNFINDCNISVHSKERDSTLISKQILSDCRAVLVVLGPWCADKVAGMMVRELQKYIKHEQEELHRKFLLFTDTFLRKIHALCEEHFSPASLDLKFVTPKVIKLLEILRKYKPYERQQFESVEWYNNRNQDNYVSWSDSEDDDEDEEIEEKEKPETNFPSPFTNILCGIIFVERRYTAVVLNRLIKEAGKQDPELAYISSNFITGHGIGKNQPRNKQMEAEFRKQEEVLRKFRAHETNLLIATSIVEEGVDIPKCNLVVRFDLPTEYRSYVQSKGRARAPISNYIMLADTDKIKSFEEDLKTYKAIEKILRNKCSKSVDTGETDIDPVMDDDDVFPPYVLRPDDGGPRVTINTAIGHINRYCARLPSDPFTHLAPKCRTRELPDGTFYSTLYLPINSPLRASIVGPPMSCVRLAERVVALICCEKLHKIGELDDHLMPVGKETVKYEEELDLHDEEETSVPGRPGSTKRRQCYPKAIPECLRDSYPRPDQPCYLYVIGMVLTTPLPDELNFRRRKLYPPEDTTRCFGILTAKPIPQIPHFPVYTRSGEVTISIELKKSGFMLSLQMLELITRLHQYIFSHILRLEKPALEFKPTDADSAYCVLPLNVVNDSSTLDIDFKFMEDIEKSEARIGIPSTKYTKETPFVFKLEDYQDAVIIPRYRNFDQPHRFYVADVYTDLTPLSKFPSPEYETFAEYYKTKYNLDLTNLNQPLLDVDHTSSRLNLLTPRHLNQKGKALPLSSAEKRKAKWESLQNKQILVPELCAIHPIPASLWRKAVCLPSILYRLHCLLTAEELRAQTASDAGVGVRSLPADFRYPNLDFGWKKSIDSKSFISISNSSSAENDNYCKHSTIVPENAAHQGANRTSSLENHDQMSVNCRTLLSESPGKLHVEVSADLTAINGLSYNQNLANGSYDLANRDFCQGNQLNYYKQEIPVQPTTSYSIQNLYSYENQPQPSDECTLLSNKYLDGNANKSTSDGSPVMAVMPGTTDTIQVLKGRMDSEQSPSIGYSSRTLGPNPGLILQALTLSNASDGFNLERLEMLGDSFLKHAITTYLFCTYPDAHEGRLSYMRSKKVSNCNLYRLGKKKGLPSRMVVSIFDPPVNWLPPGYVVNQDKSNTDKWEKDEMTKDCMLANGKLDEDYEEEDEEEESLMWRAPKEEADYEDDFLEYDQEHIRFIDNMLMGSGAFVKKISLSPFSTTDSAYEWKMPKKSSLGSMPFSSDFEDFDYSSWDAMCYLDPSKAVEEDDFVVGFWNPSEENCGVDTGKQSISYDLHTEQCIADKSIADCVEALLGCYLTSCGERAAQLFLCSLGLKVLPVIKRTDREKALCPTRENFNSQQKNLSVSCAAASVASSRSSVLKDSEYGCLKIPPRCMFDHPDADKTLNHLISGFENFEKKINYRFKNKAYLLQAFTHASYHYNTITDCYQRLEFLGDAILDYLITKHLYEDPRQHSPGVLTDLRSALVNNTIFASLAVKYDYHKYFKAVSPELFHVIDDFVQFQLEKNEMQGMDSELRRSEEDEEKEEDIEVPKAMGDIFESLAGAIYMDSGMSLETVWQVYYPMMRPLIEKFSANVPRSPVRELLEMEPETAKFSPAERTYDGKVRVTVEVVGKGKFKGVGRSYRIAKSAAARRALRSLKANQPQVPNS
# * hit, by the source's call. A portion of the library (hit frequency here may not be typical).
SMILES,Dicer processing
CCOC(=O)c1cc(C)nn1C(=O)c1ccccc1Cl,0.08
O=[N+]([O-])c1ccc(N2N=NC3CCCC32N2CCOCC2)cc1 (configuration not stated),0.97
O=C(c1cccc(Cl)c1)N(Cc1cccs1)C1CCS(=O)(=O)C1 (configuration not stated),1.8
O=C(O)CCCC(=O)Nc1ccc2c(c1)OCCO2,-0.36
COC(=O)c1cnc(Sc2ccc(Cl)cc2)c([N+](=O)[O-])c1,-1.2
CC(C)NC(=O)CCSc1nc(-c2ccc3c(c2)OCO3)cc(C(F)(F)F)n1,-0.09
CCOC(=O)C1=NN(c2ccccc2)C(=C2C(=O)c3ccccc3C2=O)S1,0.46
CSC(=Nc1cc(C(F)(F)F)cc(C(F)(F)F)c1)N1CCOCC1,2.6
c1ccc(Cc2noc(-c3ccccc3)n2)cc1,1
Cc1cc(C)n(-c2ccc([N+](=O)[O-])cc2)n1,0.49
Cc1nccnc1-c1ccnn1C(=O)Nc1cc(Cl)cc(Cl)c1,0.08
CCCCCCCc1c(O)c2cccc3c4c(n(c1=O)c23)CCCC4,-0.44
NC(=S)N/N=C1\CCOc2ccc3ccccc3c21,-0.98
COc1ccc(NC(=O)CC2C(=O)Nc3c2c(=O)n(C)c(=O)n3C)cc1 (configuration not stated),0.41
O=C1CCC([N+](=O)[O-])C(C2CCCCC2)N1 (configuration not stated),2
Clc1ccc(-c2nc3cc(CN4CCCCC4)ccc3o2)cc1,4.3*
O=C(O)c1cc(Nc2nc(-c3cccnc3)cs2)ccc1O,1.2
CCOC(=O)C1=C(C)NC2=C(C(=O)CCC2)C1c1ccc(OCC)cc1 (configuration not stated),-0.51
CCCCCOC(=O)Cn1nnc2sc3c(c2c1=O)CCCC3,-0.54
COC(=O)c1cc(Cl)cc(Cl)c1,-0.99
CCOC(=O)NCCOC(=O)Nc1ccc(Cl)cc1,1.9
Cn1c2c(c(=O)n(C)c1=O)CN(CCc1ccc(Cl)c(Cl)c1)CN2,-5.6
CCOC(=O)C1=C(C)NC2=C(C(=O)CC(c3ccc(Cl)cc3)C2)C1c1ccc(N(C)C)cc1 (configuration not stated),1.7
Fc1ccccc1CSc1nnc([C@@H]2CCCN2)o1,0.39
Cc1cc(C)c(-n2c(SCCS(=O)(=O)c3ccc(F)cc3)n[nH]c2=O)c(C)c1,0.46
Cc1ccc(S(=O)(=O)/C(C#N)=N/O)cc1,-0.91
O=C(O)c1ccc(N2Cc3ccccc3C2)cc1,-1.5
NNC(=O)c1ncoc1-c1ccc(Cl)cc1,-1.8
C=CCN(c1nc(C)c(Br)c(OC)n1)S(=O)(=O)c1ccc(C)cc1,3.6*
CCOC(=O)c1cc(C#N)c(Sc2ccccc2NC(=O)Nc2ccc(Cl)cc2)nc1C(F)(F)F,6.3

# Three entries from above, set out differently:
compound: Cc1ccc(S(=O)(=O)/C(C#N)=N/O)cc1
- Dicer processing: -0.91
compound: O=C(O)c1ccc(N2Cc3ccccc3C2)cc1
- Dicer processing: -1.5
compound: NNC(=O)c1ncoc1-c1ccc(Cl)cc1
- Dicer processing: -1.8

# Continuation:
SMILES,Dicer processing
COc1ccc(-c2nn(CC(=O)c3ccc(Br)cc3)c(=O)c3ccccc23)cc1,-1.2
COC(OC)c1nc(SCC(=O)Nc2ccc(C(F)(F)F)cc2)ncc1C(=O)O,-0.87
C=CCNc1nc(C2(C)CC3(CC(COCCC(C)C)OC3=O)C(=O)O2)cs1 (configuration not stated),-0.14
CCOC(=O)c1cnc(-c2cccs2)nc1NNC(=O)c1ccc(Cl)cc1,-0.55
CCCCOc1cc(CC2CNC(=O)N2)ccc1OC (configuration not stated),-0.27
O=C1CCC2=C(CCCC2)N1c1ccccc1,0.58
COc1ccc(CN2COc3ccc(Br)cc3C2)cc1,2.5
Cc1ccc(NC(=S)N2C(C)CCCC2C)c(C)c1 (configuration not stated),-0.82
COc1ccc2c(=O)cc(-c3ccccc3)oc2c1,-0.36
Cn1nnc(-c2cc(Cl)cc(Cl)c2)n1,0.97
COc1ccc(CN2CCN(Cc3ccc4c(c3)OCO4)CC2)c2ccccc12,-0.76
CC1(C)CC(=O)C2=C(C1)N(Cc1ccccc1)CN(Cc1ccco1)C2,1.9
CNC(=O)c1c(I)c(C(=O)NCC(=O)Nc2c(I)c(C(=O)O)c(I)c(C(=O)NCCO)c2I)c(I)c(N(C)C(C)=O)c1I,11
Cc1nn(-c2ccccc2)cc1/C=N/NC(=O)Cn1nc(-c2ccccc2)c(-c2ccccc2)c(C#N)c1=O,-1.6
COC(=O)c1ccc2c(c1)N(C)S(=O)(=O)c1cnc(SCC(=O)Nc3ccccc3)nc1-2,5*
CC(C)S(=O)(=O)c1csc(NC(=O)N2CCCCC2)c1Cl,1.5
CC1=CC(C)C2(CO)COC(c3ccc(O)cc3)C1C2C (configuration not stated),3.9*
COc1ccc(C2C(C(=O)OCC3CCCO3)=C(C)NC3=C2C(=O)CC(C)(C)C3)c(OC)c1 (configuration not stated),2.2
Fc1cccc(CN2CCN(CC3CC=CCC3)CC2)c1 (configuration not stated),-0.36
COC(=O)c1cc2c(N)c(C(=O)c3ccc(Cl)cc3)sc2nc1C(OC)OC,-0.85
CSc1ccc(C2C3=C(Nc4c2c(=O)[nH]c(=O)n4C)c2ccccc2C3=O)cc1 (configuration not stated),-1.1
Clc1ccccc1OCc1nn2c(Cc3ccccc3)nnc2s1,-0.26
CCOC(=O)CNC(=O)c1ccccc1Cl,1.3
COc1ccc(-c2noc(COc3cccc(C)c3C)n2)cc1OC,0.45
CNC(=O)c1cnn(-c2c(Cl)cc(Cl)cc2Cl)c1C,-1
Fc1cc2c(c(CSc3nc4ccccc4s3)c1)OCOC2,-1.3
CC(C)CC(=O)N1c2ccccc2NC2=C(C(=O)CC(C)(C)C2)C1c1ccco1 (configuration not stated),-0.65
Cc1cc(=O)n2c(n1)NC(Nc1ccc(C(C)C)cc1)=NC2c1ccccc1 (configuration not stated),-0.97
CN1C2CCC1CC(NC(=O)c1cccc(C(F)(F)F)c1)C2 (configuration not stated),-0.66
O=C(/C=C/c1cccs1)NC(=S)N1CCOCC1,-0.94

# Molecules from the list above containing a thiophene ring, fused or not (6):
SMILES,Dicer processing
O=C(c1cccc(Cl)c1)N(Cc1cccs1)C1CCS(=O)(=O)C1 (configuration not stated),1.8
CCCCCOC(=O)Cn1nnc2sc3c(c2c1=O)CCCC3,-0.54
CCOC(=O)c1cnc(-c2cccs2)nc1NNC(=O)c1ccc(Cl)cc1,-0.55
CC(C)S(=O)(=O)c1csc(NC(=O)N2CCCCC2)c1Cl,1.5
COC(=O)c1cc2c(N)c(C(=O)c3ccc(Cl)cc3)sc2nc1C(OC)OC,-0.85
O=C(/C=C/c1cccs1)NC(=S)N1CCOCC1,-0.94

# The results go on.
SMILES,Dicer processing
O=C(O)CCC(=O)N1c2ccccc2NC2=C(C(=O)CC(c3ccc(F)cc3)C2)C1c1cccs1 (configuration not stated),-1.8
O=[N+]([O-])c1cnc(Sc2nnc(SCc3cccc(C(F)(F)F)c3)s2)s1,-0.55
CC(=O)CC(C)=Nc1ccc(C(F)(F)F)cc1,-0.31
c1ccc(-c2ncc(-c3nnnn3-c3ccccc3)c(-c3ccccc3)n2)cc1,-1.1
COc1cc(OC)c(C2C(C#N)=C(N)Oc3n[nH]c(-c4ccccc4)c32)c(OC)c1 (configuration not stated),-6.1
Cn1c(=O)[nH]c(=O)c2c1nc(NCc1ccccc1)n2CC(O)COc1cccc2ccccc12 (configuration not stated),1.4
CCc1n(CC(O)COc2cccc(C)c2)c2ccccc2[n+]1C (configuration not stated),-0.47
O=C(Nc1ccc2c(c1)OCCO2)C1Cc2ccccc2N1C(=O)OCc1ccccc1 (configuration not stated),0.03
CC(C)(CC(=O)O)CC(=O)Nc1cc(C(F)(F)F)cc(C(F)(F)F)c1,2.1
Cc1cc(Cl)cc(Cl)c1CN(C)C(=O)c1cnc(Oc2ccccc2)cc1C(F)(F)F,1
C/C(=N\O)c1ccc(C#Cc2ccccc2)s1,-1.2
COCCCN1C(=O)C(=O)/C(=C(\O)c2ccccc2)C12C(=O)N(C)c1ccccc12 (configuration not stated),3.9*
O=C(Nc1ccccc1[N+](=O)[O-])c1ccccc1,-0.41
CCOC(=O)CSc1nc(C)nc2c1oc1ccccc12,-0.22
COc1ccc(OC)c(C2C(C#N)=C(N)Oc3n[nH]c(C)c32)c1 (configuration not stated),-2.5
O=C(Nc1c(C(=O)Nc2ccc(Br)cc2)cnn1-c1ccccc1)c1ccco1,0.71
CCOC(=O)C1=C(C)NC2=C(C(=O)CC(c3cccs3)C2)C1c1ccsc1 (configuration not stated),1.1
CCOC(=O)c1sc2sc(C(C)=O)c(C)c2c1C,-0.73
COc1ccc(-n2nc3ccc(N)cc3n2)cc1,-4.1
COc1ccc(C(C)=O)cc1COn1c(-c2ccccc2)nc2ccccc2c1=O,0.17
O=C(O)CNC(=O)OCC1c2ccccc2-c2ccccc21,-0.18
CCCC(=O)c1cn(CC(=O)OC)c2ccccc12,-0.09
CCN(CC)c1ccc2c(c1)OC(N)=C(C#N)C2c1ccc(F)cc1 (configuration not stated),0.28
O=C(NNC1=Nc2ccccc2SC1)c1ccc(Cl)cc1,2.4
CN1C2CCC1CC(OC(c1ccccc1)c1ccccc1)C2 (configuration not stated),0.78
CCOc1ccc(C2c3c(oc4ccc(C)cc4c3=O)C(=O)N2Cc2ccc3c(c2)OCO3)cc1OC (configuration not stated),1.9
Cn1c(=O)n(CC(=O)O)c(=O)c2c1nc1n2CCCN1CCc1ccccc1,0.75
COCC(C)NC(=O)c1cc2c(C)cc(C)cc2[nH]1 (configuration not stated),-2.8
Cc1ccc(NNC(=O)CCc2ccccc2)cc1C,3.5*
COc1ccc(C2C(C#N)=C(N)Oc3n[nH]c(-c4ccccc4)c32)cc1 (configuration not stated),-5.3
CC(C)(C)c1cc(Oc2ncccc2[N+](=O)[O-])ccc1Oc1ncccc1[N+](=O)[O-],-0.71
COc1ccc(N2CCN(CC(O)COC3C4(C)CCC(C4)C3(C)C)CC2)cc1 (configuration not stated),2.1
COc1cc2c(cc1OC)C(C)N(C(=O)CSCC(=O)O)CC2 (configuration not stated),0.42
O=C(CN1C(=O)c2ccccc2S1(=O)=O)NCCSCc1c(F)cccc1Cl,-0.09
O=C(NCc1ccc(Cl)cc1Cl)c1cc2cc(Cl)ccc2[nH]1,1.9
OC1(c2ccc(Cl)cc2)CCNCC1,-1.3
COc1ccc(C(=O)CSc2nc(-c3ccccc3)ccc2C#N)cc1,1.5
O=C(c1cncc(Br)c1)N1CCCc2ccccc21,2.2
N#CC1=C(N)Oc2n[nH]c(-c3ccccc3)c2C1c1ccccc1Cl (configuration not stated),-4.7
COCCCn1c2c(c(=O)[nH]c1=O)C(c1ccc(OC)cc1)C1=C(N2)c2ccccc2C1=O (configuration not stated),-0.88
CC(=O)OC1CCC2(C)C(=CCC3C2CCC2(C)/C(=N/NC(N)=O)CCC32)C1 (configuration not stated),-1.8
C(=C\c1ccco1)/C1=NN(Cc2ccccc2)CC1,0.78
O=S(=O)(c1cccs1)N1CCC(C(c2ccccc2)c2ccccc2)CC1,-1.7
CCCn1c(=O)cc(N)n(-c2ccccc2C)c1=O,1.1
O=C(C1CCCCC1)N1CCC(O)(c2ccc(Cl)cc2)CC1,-0.37

# 3 entries already listed, sorted by SMILES length, rising:
SMILES,Dicer processing
O=C(NCc1ccc(Cl)cc1Cl)c1cc2cc(Cl)ccc2[nH]1,1.9
N#CC1=C(N)Oc2n[nH]c(-c3ccccc3)c2C1c1ccccc1Cl (configuration not stated),-4.7
O=C(CN1C(=O)c2ccccc2S1(=O)=O)NCCSCc1c(F)cccc1Cl,-0.09

# Continued.
SMILES,Dicer processing
COc1cc2cc(C(=O)N3CCN(Cc4ccc5c(c4)OCO5)CC3)c(=O)oc2cc1OC,1.5
CCOC(=O)c1cccc(C(=O)O)n1,0.56
COc1ccc(C(=O)c2ccc(OC)cc2O)c(O)c1,0.42
Cn1c(=O)c2c(-c3ccc(Cl)cc3)ccnc2n(C)c1=O,0.47
O=c1c2c(n3cnnc3n1-c1ccccc1)-c1ccccc1CC21CCCC1,-0.45
C=CCOc1ccc(C2C(C(=O)c3cc4ccccc4o3)=C(O)C(=O)N2CCN(C)C)cc1 (configuration not stated),0.54
CC(C)OC(=O)C1C(=O)CC(C)(O)C(C(=O)OC(C)C)C1c1ccccc1 (configuration not stated),-0.67
COc1cc(OC)cc(OCC(O)Cn2c(C)nc3ccccc32)c1 (configuration not stated),0.8
O=C(Nc1cscc1S(=O)(=O)c1ccc(Cl)cc1)C(Cl)(Cl)Cl,-1.4
O=C(O)c1ccc([C@@H]2Nc3c(F)cccc3[C@@H]3C=CC[C@@H]32)cc1,-0.22
CC(=O)O/N=C(\N)Cc1ccc(-c2csnn2)cc1,0.14
Cn1nc(C(F)(F)F)c(-c2cccc(C(F)(F)F)c2)c1NC(=O)c1ccco1,-0.1
C=CCN1C(=O)C2(/C(=C(/O)c3ccc(OC)cc3)C(=O)C(=O)N2CCCN(C)C)c2ccccc21 (configuration not stated),3.6*
CN(C)c1ccc(Nc2nc(-c3ccncc3)cs2)cc1,6.9
COc1ccc(OC)c2nc3c(nc12)C(=O)c1ccccc1-3,-2.2
Cc1sc2ncnc(SCC(=O)c3ccccc3F)c2c1C,-1
COc1ccc(C(OC[C@H]2O[C@@H](n3cnc4c(=O)[nH]c(N)nc43)CC2O)(c2ccccc2)c2ccc(OC)cc2)cc1 (some centres not stated),-0.72
Cc1[nH]c2c(Cl)cccc2c(=O)c1CN1CCCC1,0.52
O=C1OC2(CCCC2)OC(=O)C1=Cc1ccoc1,3.5*
OCC1(CO)CSC(Nc2cc(Cl)cc(Cl)c2)=N1,0.54
CN(Cc1ccccc1)S(=O)(=O)c1cn(C)cn1,-1.9
